DT40 TDP1 no CPT – qHTS for Inhibitors of human tyrosyl-DNA phosphodiesterase 1 (TDP1): qHTS in cells in absence of CPT | AID 686978, 2013 | DT40 Tdp1-/- hTDP1 cells, no CPT, ATP luminescence, 48 h | hit rate 15% among 420,000 | Potency, µM (titrated, usually from 46.2 µM), inactives show at the highest dose activity change, negative = growth inhibition, hits mostly inhibitors; further: nearly all actives have a fitted effect of over 55% in size
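Luminescent ATP content (CellTiter-Glo) served as the growth readout. Knockout chicken DT40 cells expressing human TDP1 were exposed to compounds without camptothecin for a minimum 48 hr at 37 °C.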
TDP1 cell CPT – DT40-hTDP1 cell growth loss with CPT; hit rate 12% among 420,000; chicken DT40 Tdp1-/-;hTDP1 cells + 20 nM CPT, ATP luminescence, 48 h; Potency, µM (series often up to 46.2 µM), for the others: top-dose activity change, negative = growth inhibition, actives largely listed as inhibitors; AID 686979; further: nearly all actives have a fitted effect of over 55% in size
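Chicken DT40 Tdp1-/- cells stably complemented with human TDP1 were seeded at 400 cells/well in medium containing 20 nM camptothecin, exposed to pin-transferred compounds, and grown at 37 °C for at least 48 hr. Viability was read as ATP luminescence.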
GCN5L2 inh – inhibitors of human GCN5L2 histone acetyltransferase; Q92830; GCN5L2 HAT assay, ThioGlo1 CoA-SH fluorescence; Potency, µM (top dose mostly 58.9 µM), without a hit: top-dose activity change, negative = inhibition, usual class: inhibitors; hit rate 0.21% among 390,000; AID 504327
Target sequence (Q92830 whole entry, looked up): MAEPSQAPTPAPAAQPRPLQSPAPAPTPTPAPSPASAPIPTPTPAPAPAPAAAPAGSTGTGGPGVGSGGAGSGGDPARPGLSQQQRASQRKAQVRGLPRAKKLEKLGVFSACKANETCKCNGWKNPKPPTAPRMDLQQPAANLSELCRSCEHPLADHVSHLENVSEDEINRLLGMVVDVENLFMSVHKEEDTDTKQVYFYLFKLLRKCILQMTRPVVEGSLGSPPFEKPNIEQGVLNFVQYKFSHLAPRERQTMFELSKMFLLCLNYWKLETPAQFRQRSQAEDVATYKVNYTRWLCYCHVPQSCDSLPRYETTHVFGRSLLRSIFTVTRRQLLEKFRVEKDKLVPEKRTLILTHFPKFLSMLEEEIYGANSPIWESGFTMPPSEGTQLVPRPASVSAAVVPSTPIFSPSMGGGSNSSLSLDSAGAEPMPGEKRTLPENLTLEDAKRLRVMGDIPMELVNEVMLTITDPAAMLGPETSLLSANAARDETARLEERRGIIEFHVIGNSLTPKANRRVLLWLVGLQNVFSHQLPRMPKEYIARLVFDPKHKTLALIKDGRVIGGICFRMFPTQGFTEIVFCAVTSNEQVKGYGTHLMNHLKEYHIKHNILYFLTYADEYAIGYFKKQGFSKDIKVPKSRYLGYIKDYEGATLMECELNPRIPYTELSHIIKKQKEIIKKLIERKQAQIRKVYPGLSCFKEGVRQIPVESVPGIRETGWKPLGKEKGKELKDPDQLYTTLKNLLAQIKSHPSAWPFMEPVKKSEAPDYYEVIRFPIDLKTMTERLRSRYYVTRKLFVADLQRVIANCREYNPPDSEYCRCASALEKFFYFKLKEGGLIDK
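Free CoA generated was detected with ThioGlo1 (50uM) fluorescence at Ex340nm/Em540nm, read immediately and after 20 min at room temperature. Enzyme, 20 nM in HEPES pH 7.5 buffer, saw compounds 15 min before adding 75uM H3(1-25) peptide and 70uM acetyl-CoA.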
Active calls of the source: *; ? = inconclusive; · = no result given; & = joins results of further samples. The call rests on the fitted dose curve; in most records, active means well fitted curve in the direction sought with a large enough effect; inconclusive means small, poorly fitted or top-dose-only effect, or another doubt; inactive means no such curve, though single readings can be large; an effect the other way counts as inactive or inconclusive. On the % scale 0 is the no-effect control and ±100 the full control effect; potency means the concentration at half of the fitted maximal effect.

Below each SMILES – GCN5L2 inh	TDP1 cell CPT	DT40 TDP1 no CPT
> COc1ccc(-c2cnc3c(NC(C)=O)cc(-c4ccccc4OC)cn23)cc1OC
  ·	11.6µM*	-82.8%
> Cc1nc2scc(-c3ccco3)c2c(=O)n1/N=C/N(C)C
  3.1%	?	-10.9%
> CN(Cc1ccccc1)c1nc(-c2ccc(F)cc2)cc(C(F)(F)F)n1
  -7.2%	?	?
> CC1CN(CC(=O)Nc2nc(-c3ccc(Cl)cc3)cs2)CC(C)O1 (centres undefined)
  ·	?	23.1µM*
> Cn1c(SCC(=O)Nc2ccccc2)nc(O)cc1=O
  0.1%	-3.8%	-21.3%
> CCCn1c(SCCc2ccccc2)nc2c1c(=O)[nH]c(=O)n2C
  -3.9%	?	?
> Cc1ccc(C(=O)N2CCN(c3ccc(NC(=O)CSc4ccc(Cl)cc4)cc3)CC2)cc1
  -13.8%	?	?
> COc1ccc(C(=O)NNC(=O)C2(C)CC2(Br)Br)cc1 (centres undefined)
  -19.0%	-9.4%	24.0%
> O=C(CNCCC1=CCCCC1)Nc1ccccc1N1CCCCC1
  -11.3%	?	?
> CC1(C)C(=O)Nc2ccccc2N1C(=O)COC(=O)c1cccnc1
  -0.1%	3.9%	3.2%
> COc1ccc(/C=N/NC(=S)NCCc2ccccc2)cc1
  ?	18.4µM*	25.9µM*
> N#CC(=Cc1ccc(O)c(O)c1)C(=O)NCc1ccccc1
  ·	?	?
> CCCC(=O)N(c1ccc2oc(-c3ccccc3)c(C(=O)OCC)c2c1)S(=O)(=O)c1ccc(C)cc1
  -10.9%	?	5.8µM*
> COc1ccc(/C=N/NC(=O)CNC(=O)c2ccc(S(=O)(=O)N3CCCC3)cc2)c(OC)c1
  -6.7%	-12.7%	-2.2%
> COc1nnc(-c2ccc(N3CCOCC3)c(NC(=O)C3CCCCC3)c2)c2ccccc12
  22.3%	?	?
> COc1cccc(CNc2ncc(C(=O)Nc3cc(OC)c(OC)c(OC)c3)c(C)n2)c1
  2.9%	8.2µM*	9.2µM*
> O=C(NCc1ccc(F)cc1)c1cc(C2CCCN(C(=O)C3CCCCC3)C2)on1 (centres undefined)
  ·	25.9µM*	?
> COc1ccc(Nc2nnc(-c3ccc(C)cc3)c3ccccc23)cc1C(=O)N1CCCCC1
  -9.6%	?	?
> COC(=O)[C@]12CCCCC=C1N(Cc1ccc(Cl)cc1Cl)C(=O)[C@H](CC(=O)N1CCOCC1)C2
  ·	?	?
> Fc1cccc(Cl)c1CNCCCSc1ncccn1
  -6.4%	-3.8%	-20.0%

Structural class: those above containing an aryl thioether with sulfur outside any ring.
Below each SMILES – GCN5L2 inh	TDP1 cell CPT	DT40 TDP1 no CPT
> Cn1c(SCC(=O)Nc2ccccc2)nc(O)cc1=O
  0.1%	-3.8%	-21.3%
> CCCn1c(SCCc2ccccc2)nc2c1c(=O)[nH]c(=O)n2C
  -3.9%	?	?
> Cc1ccc(C(=O)N2CCN(c3ccc(NC(=O)CSc4ccc(Cl)cc4)cc3)CC2)cc1
  -13.8%	?	?
> Fc1cccc(Cl)c1CNCCCSc1ncccn1
  -6.4%	-3.8%	-20.0%

Other entries
Below each SMILES – GCN5L2 inh	TDP1 cell CPT	DT40 TDP1 no CPT
> CC(C)CN(CCCNC(=O)CN1C(=O)COc2ccc(S(=O)(=O)N3CCC(C)CC3)cc21)CC(C)C
  -4.2%	0.2%	?
> O=C(C[n+]1cc(Br)cc(Br)c1)c1ccc(Cl)cc1
  -5.3%	-23.2%	-27.2%
> Cc1ccc(OCCN2C(=O)OC(C)(C)C2(C)O)cc1 (centres undefined)
  -1.3%	8.1%	-10.0%
> CN(C)C(=O)COC(=O)c1ccccc1Nc1ccc(SC(F)F)cc1
  -7.9%	?	?
> CCCNC(=O)c1noc2c1CCc1ccccc1-2
  -1.0%	10.3%	-5.1%
> COc1ccc(NC(=O)CCN=C2NS(=O)(=O)c3ccccc32)cc1S(=O)(=O)N(C)C
  3.1%	-0.4%	?
> Cc1onc(-c2ccccc2)c1C(=O)N/N=C(\N)COc1ccc(Cl)cc1
  -5.6%	16.4µM*	?
> N#Cc1c(/N=C/c2cc3ccccc3s2)sc2c1CCC2
  2.2%	?	23.1µM*
> O=C(Cn1ccc(NC(=O)OCc2ccccc2)nc1=O)NCCCc1ccccc1
  1.3%	?	-36.9%
> CCC(C(=O)NCc1ccccc1OC)c1ccccc1 (centres undefined)
  21.5%	-23.5%	-10.7%
> COc1ccc(NC(=O)CN2C(=O)CSc3ccc(S(=O)(=O)N(C)C)cc32)cc1OC
  0.0%	-13.7%	-16.7%
> CC(C)Oc1ccc(/C(O)=C2/C(=O)C(=O)N(CCCn3ccnc3)C2c2cccnc2)cc1 (centres undefined)
  -14.2%	5.7%	-3.8%
> Cc1cccc(CNc2cc(-c3ccccc3Cl)ncn2)c1
  -15.1%	?	?
> N#Cc1ccccc1OCC(=O)NCCNC(=O)COc1ccccc1C#N
  -13.5%	-2.4%	-6.5%
> c1ccc2c(c1)ncn2-c1ccc(-c2ccnc3ncnn23)cc1
  -0.7%	-12.4%	?
> CN(C(=O)c1cccc(NC(=O)Cc2ccc(NC(=O)C3CCCN(C(=O)C4CCCC4)C3)cc2)c1)C1CCCC1 (centres undefined)
  ·	?	?
> Cc1ccc(C2=NN(C(=O)CCCC(=O)O)C(c3ccco3)C2)cc1 (centres undefined)
  0.1%	15.2%	1.8%
> CC1CC(=O)NN=C1c1ccc(N(C)C)c([N+](=O)[O-])c1 (centres undefined)
  -2.5%	-21.6%	-10.4%
> COc1ccc(NC(=O)C(C)N(c2ccccc2)S(C)(=O)=O)cc1 (centres undefined)
  -8.6%	-10.1%	-5.5%
> Cc1cc(N2C(=O)CC(Cc3ccccc3)C2=O)no1 (centres undefined)
  -6.2%	0.0%	?
> Cc1cc(=O)[nH]c(SCc2ccc(Cl)cc2Cl)n1
  1.6%	-18.8%	23.1µM*
> COC(=O)[C@@]1(Cc2ccc(F)cc2)[C@H]2c3cc(C(=O)N(C)C)n(Cc4ccc(S(C)(=O)=O)cc4)c3C[C@H]2CN1C(=O)c1ccccc1
  ·	20.6µM*	?
> NC(=N\N=Cc1ccco1)/C(N)=N/N=Cc1ccco1
  ·	-35.2%	?
> Cc1ccc(OCC(O)Cn2c(=N)n(CCN3CCCCC3)c3ccccc32)cc1 (centres undefined)
  4.5%	5.17µM*	23.1µM*
> CC(NC(=O)C1CCCN(S(=O)(=O)c2ccc(-n3cnnn3)cc2)C1)c1ccc(F)cc1 (centres undefined)
  -0.8%	?	?
> COc1ccc(/C=C(\NC(=O)c2ccc(C)cc2)C(=O)Nc2ccc(C(=O)O)cc2)cc1
  -0.4%	3.3%	0.7%
> O=C(COC(=O)Cn1[nH]c(=O)c2ccccc2c1=O)NNC(=O)c1ccc(Br)cc1
  -0.8%	-9.7%	23.2%
> Cc1ccccc1C1CC(c2cccs2)=NN1S(C)(=O)=O (centres undefined)
  -1.9%	0.1%	-7.1%
> CCCC(C(=O)Nc1ccc2c(C)cc(=O)oc2c1)c1ccccc1 (centres undefined)
  -13.1%	25.9µM*	?
> Cc1cc(C)cc(NC(=O)COc2coc(CN3CCc4ccccc4C3)cc2=O)c1
  -13.6%	?	?
> COC(=O)c1cccnc1-n1c(=O)c2cccnc2n(Cc2cccc([N+](=O)[O-])c2)c1=O
  -2.4%	?	11.6µM*
> COc1ccc(C(=O)NCc2ccc(-c3nc4ccccc4s3)cc2)cc1OC
  -0.8%	-19.0%	?
> CCC1(c2ccccc2)NC(=O)N(Cc2cccc([N+](=O)[O-])c2)C1=O (centres undefined)
  1.4%	?	-12.1%
> CSc1nc(Oc2cccc(C(F)(F)F)c2)cc(C(F)(F)F)n1
  -24.6%	?	-26.0%
> CCCOC(=O)CCCCC1SCC(NC(=O)OC)C1NC(=O)OC (centres undefined)
  2.7%	-15.6%	-11.4%
> CCOc1ccccc1NC(=O)CCc1c(C)nn(-c2ccc(N3CCCCC3)nn2)c1C
  -4.5%&-14.9%	23.1µM*	16.4µM*
> CCOC(=O)C1=C(C)N=C2c3ccccc3C(=O)C2C1c1ccccc1 (centres undefined)
  -6.4%	?	?
> CC(C)NC(=O)c1c2c(nc3ccccc13)CCCC2
  -1.8%	-1.1%	0.3%
> Cn1c(Nc2ccc(F)cc2)nc2ccccc21
  1.1%	-2.9%	?
> Cc1ccccc1OCC(=O)NC(=S)Nc1ccc(N2CCCC2)cc1
  -7.2%	-27.7%	?

As a short view, part of the list above:
Below each SMILES – GCN5L2 inh	TDP1 cell CPT	DT40 TDP1 no CPT
> Cn1c(Nc2ccc(F)cc2)nc2ccccc21
  1.1%	-2.9%	?
> Cc1ccccc1OCC(=O)NC(=S)Nc1ccc(N2CCCC2)cc1
  -7.2%	-27.7%	?

Next part
Below each SMILES – GCN5L2 inh	TDP1 cell CPT	DT40 TDP1 no CPT
> O=C(CN1C(=O)S/C(=C\c2ccccc2F)C1=O)NC1C=CS(=O)(=O)C1 (centres undefined)
  -6.1%	14.6µM*	?
> COc1ccc(C(O)(c2ccccc2)C(C(=O)O)c2ccccc2)cc1 (centres undefined)
  ·	1.4%	-17.7%
> CC(CN1CCOCC1)OC(=O)c1ccc2c(c1)OCCO2 (centres undefined)
  3.5%	-23.1%	-20.5%
> CCCCCCCCCCCCCC[N+](C)(C)C
  -4.5%	0.944µM*	0.596µM*
> Cc1csc(NC(=O)c2ccc(Br)s2)n1
  -5.3%	?	?
> COc1ccc(/C=N/NC(=O)c2ccc(NS(=O)(=O)c3cccs3)cc2)cc1
  -0.9%	-3.4%	11.5%
> CCOC(=O)c1sc(NC(=O)c2ccncc2)c(C#N)c1C
  ?	6.51µM*	5.17µM*
> COc1ccc(N2CCN(S(=O)(=O)c3cc(-c4cc(C)no4)ccc3C(C)C)CC2)cc1
  -11.0%	?	?
> COc1ccc(C(=O)C2CCCN(C(=O)c3ccc4cc[nH]c4c3)C2)c(C)c1 (centres undefined)
  1.1%	16.4µM*	?
> O=C1N[C@@H](Cc2c[nH]c3ccccc23)COC(=O)[C@H](Cc2ccc(F)cc2)C/C=C\C[C@@H]1CC(=O)N(CCO)Cc1ccccc1
  -4.8%	?	?
> CC(=O)Nc1ccc(S(=O)(=O)c2cc(O)ccc2O)cc1
  2.5%	-7.3%	-11.6%
> CCOc1ccccc1NC(=O)COC(=O)c1nc2nccc(C)n2n1
  1.5%	-4.4%	-9.6%
> COc1ccc(/C=C/C(=O)OCC(=O)c2ccc[nH]2)cc1
  -5.4%	4.9%	-3.4%
> COCc1cn(-c2nc3ccccc3s2)nn1
  ·	4.0%	0.0%
> COc1ccc(C(=O)OCCCN(C)C)cc1OC
  -0.9%	-4.4%	3.6%
> CC(C)CNC(=O)CN(C)S(=O)(=O)c1ccc(F)cc1
  1.1%	15.6%	-26.3%
> Cc1ccc(S(=O)(=O)N2CCN(C(=O)c3ccc(COc4ccccc4)o3)CC2)cc1
  -8.3%	-18.3%	?
> Cc1ccc(S(=O)(=O)CCC(=O)OCC(=O)c2cc(C)n(C)c2C)cc1
  -6.3%	-8.7%	7.0%
> COc1cccc2c3c(c(=O)[nH]c12)CC(C)(C)O3
  ·	-4.7%	-5.6%
> Cc1ccc(C(=O)Nc2ccc3ncccc3c2)cc1
  -1.1%	-29.5%	?
> CCc1nnc2c(N3CCN(c4cccc(C(F)(F)F)c4)CC3)nc3ccccc3n12
  -4.1%	20.6µM*	20.6µM*
> O=C(CN1CCN(Cc2ccccc2Cl)C1=O)NC1CCCCCC1
  -3.3%	-19.4%	-21.7%
> COc1ccc(N(C(=O)Cn2nnc3ccccc32)C2(C(=O)NC3CCCC3)CCCCC2)cc1
  -11.4%	?	?
> CC(C)(C)n1nnnc1C(c1cccnc1)N1CCN(c2cccc(C(F)(F)F)c2)CC1 (centres undefined)
  0.5%	18.4µM*	20.6µM*
> Cc1c(CC(=O)NCCCCCC(=O)O)c(=O)oc2c(C)c3oc4c(c3cc12)CCCC4
  -2.7%	-0.1%	10.3%
> C[n+]1cc[nH]c1SCC(=O)c1ccccc1
  0.1%	-3.1%	-5.2%
> Cc1cc2ncc(S(=O)(=O)C(C)(C)C)c(N)n2n1
  1.1%	0.6%	11.3%
> COc1cccc(CNC(=O)[C@H](CCSC)NC(=O)N2CCn3c2nc2ccccc23)c1
  -11.1%	?	0.3%
> O=C(COC(=O)c1ccccc1C(=O)N1CCN(c2ccccc2)CC1)NCc1ccccc1
  -2.0%	?	?
> CCCCC(=O)Nc1ccc(C(=O)Nc2cc(C(F)(F)F)ccc2Cl)cc1
  -6.6%	?	?

High-throughput results: PubChem BioAssay, National Center for Advancing Translational Sciences (NCATS)
